# Pf growth 48h: inhibits P. falciparum growth in the first generation, 48 h; P. falciparum luciferase growth in erythrocytes, 48 h; Potency, µM (series often up to 28.7 µM), inactives show at the highest dose activity change, negative = inhibition, actives largely listed as inhibitors; hit rate 5.9% among 310,000; AID 504832; further: potency means the concentration at half of the fitted maximal effect; on the % scale 0 is the no-effect control and ±100 the full control effect
#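 Growth was read as firefly luciferase luminescence after a 48 h, 37 C, 5% CO2 exposure of compounds to reporter-bearing P. falciparum cultures (0.1% parasitemia, 2% hematocrit final) in Albumax-supplemented RPMI 1640.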
# CHX counter: affects cycloheximide protein synthesis inhibition readout, counter-screen. cell reporter, cycloheximide protein synthesis inhibition counterscreen. max response, %. hit rate 12% among 300,000. AID 2314; in the data active means max response mostly above about 13%, no sharp cut-off; inactive means mostly below about 14%; further: read at 38.3 µM for the half of the compounds with a filed dose; 0% is about no effect
# Giardia FBPA inh: inhibitors of Giardia lamblia fructose-1,6-bisphosphate aldolase | A8B2U2 | hit rate 0.71% among 290,000 | Potency, µM (highest dose often 59.6 µM), inactives show at the highest dose activity, negative = inhibition, most hits filed as inhibitors | purified Giardia FBPA | AID 2451; further: potency means the concentration at half of the fitted maximal effect; on the % scale 0 is the no-effect control and ±100 the full control effect; nearly all actives have a fitted effect of over 55% in size
# Target sequence (A8B2U2 whole entry, looked up): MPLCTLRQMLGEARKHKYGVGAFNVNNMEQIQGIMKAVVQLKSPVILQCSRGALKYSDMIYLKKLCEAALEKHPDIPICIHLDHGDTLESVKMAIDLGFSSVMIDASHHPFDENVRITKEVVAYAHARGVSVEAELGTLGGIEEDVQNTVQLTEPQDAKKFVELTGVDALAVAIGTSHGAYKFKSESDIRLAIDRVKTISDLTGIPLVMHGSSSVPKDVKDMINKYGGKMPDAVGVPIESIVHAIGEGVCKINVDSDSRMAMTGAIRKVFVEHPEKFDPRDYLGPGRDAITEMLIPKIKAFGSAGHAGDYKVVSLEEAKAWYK
#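 40 nM FBPA preincubated 10 min at RT with compound (up to 57.5 uM final), then substrate plus GAPDH/TPI/NAD/arsenate coupling and diaphorase/resazurin added. Fluorescence read after 20 min at RT, 525/598 nm.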
# Shiga inhibitor: blocks Shiga toxin action in Vero cells. Vero cells, Shiga toxin protein synthesis inhibition reporter. inhibition, % at 38.7 µM. hit rate 9.2% among 290,000; in the data active means inhibition mostly above about 28%, no sharp cut-off; inactive means mostly below about 43%; further: 0% is about no effect
# Pf growth 96h: P. falciparum growth inhibition at 96 hour, primary screen for plastid delayed-death inhibitors; hit rate 6.9% among 320,000; Potency, µM (highest dose often 28.7 µM), for inactives: at the highest dose activity change, negative = inhibition, usual class: inhibitors; AID 504834; P. falciparum luciferase reporter growth, 96 h; further: potency means the concentration at half of the fitted maximal effect; on the % scale 0 is the no-effect control and ±100 the full control effect
#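 P. falciparum expressing integrated firefly luciferase, in erythrocytes at 2% hematocrit, 0.05% parasitemia, incubated with compounds 96 h at 37 C, 5% CO2. Growth inhibition read as loss of luminescence; two-generation exposure targets delayed-death apicoplast inhibitors.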
# HCV inh: blocks hepatitis C virus; Huh7.5.1 HCVcc-Cre infection, luciferase reporter, 44 h; Potency, µM (highest dose often 41.8 µM), without a hit: at the highest dose activity change, negative = inhibition, most hits filed as inhibitors; hit rate 3.4% among 340,000; AID 651820; further: potency means the concentration at half of the fitted maximal effect; on the % scale 0 is the no-effect control and ±100 the full control effect
#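 1,000 cells/well; 4 h culture; + compound; + HCVcc-Cre (~0.5 moi); 44 h; luciferase substrate, RT 15 min; read 15 sec.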
# Numbers without * were called inactive; ? = inconclusive; / = not tested or not shown; [ ] = dose if it differs, or a comment. Unless noted, the call rests on the fitted dose curve; in most records, active means well fitted curve in the direction sought with a large enough effect; inconclusive means small, poorly fitted or top-dose-only effect, or another doubt; inactive means no such curve, though single readings can be large; an effect the other way counts as inactive or inconclusive.
# Letters: A = Pf growth 48h; B = CHX counter; C = Giardia FBPA inh; D = Shiga inhibitor; E = Pf growth 96h; F = HCV inh
COCCN1C(=O)C(=O)/C(=C(/O)c2ccc(S(=O)(=O)N3CCCCC3)cc2)C1c1ccc(OC)c(OC)c1 (stereo unspecified)
  A = ?; B = -1; C = -3%; D = 11; E = 9.3µM*; F = -3%

COCCN(C(=O)COC(=O)COc1ccc(Cl)c(C)c1)c1c(N)n(Cc2ccccc2)c(=O)[nH]c1=O
  A = 1%; B = 1; C = -10%; D = -7; E = 6%; F = 11%

OCCNC(=S)NC1CCCCC1
  A = 2%; B = -3; C = 3%; D = 21; E = 15%; F = -6%

CCCSc1oc(-c2ccco2)nc1S(=O)(=O)c1ccccc1
  A = -12%; B = 9; C = ?; D = 9; E = /; F = ?

CC(OC(=O)CNC(=O)C12CC3CC(CC(C3)C1)C2)C(=O)Nc1ncc(Cl)cc1Cl (stereo unspecified)
  A = 6%; B = -2; C = -2%; D = 17; E = /; F = 8%

NC(=S)NN=C(Cc1ccccc1)Cc1ccccc1
  A = ?; B = -4; C = -8%; D = -12; E = ?; F = ?

Cc1ccc[n+](C(C)C(=O)Nc2ccc([N+](=O)[O-])cc2C)c1 (stereo unspecified)
  A = 3%; B = -1; C = 7%; D = 8; E = 29%; F = -1%

COc1ccc(C(=O)N(Cc2ccc(N(C)C)cc2)C2CCS(=O)(=O)C2)cc1 (stereo unspecified)
  A = ?; B = -3; C = 4%; D = -23; E = ?; F = 13%

N/C(=N\c1nc2ccccc2o1)NC(=O)c1ccc([N+](=O)[O-])cc1
  A = 15%; B = -3; C = -3%; D = 12; E = 29%; F = ?

c1ccc2c(c1)nc1n2CCN1
  A = 4%; B = 0; C = -2%; D = 17; E = 37%[activator]; F = 16%

Cc1nnc(SCC(=O)Nc2cc(-c3cc(C)c(C)cc3C)nn2-c2ccccc2)s1
  A = ?; B = -2; C = -7%; D = 10; E = ?; F = ?

CCn1c2ccccc2c2cc(NC(=S)N3CCOCC3)ccc21
  A = 29%; B = 17; C = -11%; D = 1; E = 51%[activator]; F = ?

Cc1cccc(C)c1OCCCCn1cnc2ccccc2c1=O
  A = 9%; B = 20; C = 0%; D = 1; E = -4%; F = -23%

COc1ccc(N2CC(NC(=O)c3cccc4ccccc34)CC2=O)cc1OC (stereo unspecified)
  A = 3%; B = /; C = /; D = /; E = 9%; F = -20%[8.37 µM]

Cc1cc(C)c(C(=O)O)c(CC(C)(C)C(=O)O)c1
  A = -19%; B = -1; C = -5%; D = -12; E = ?; F = 19%

# Reprinted at random: 4 entries already listed
# Letters: A = Pf growth 48h; B = CHX counter; C = Giardia FBPA inh; D = Shiga inhibitor; E = Pf growth 96h; F = HCV inh
OCCNC(=S)NC1CCCCC1
  A = 2%; B = -3; C = 3%; D = 21; E = 15%; F = -6%

CCCSc1oc(-c2ccco2)nc1S(=O)(=O)c1ccccc1
  A = -12%; B = 9; C = ?; D = 9; E = /; F = ?

CCn1c2ccccc2c2cc(NC(=S)N3CCOCC3)ccc21
  A = 29%; B = 17; C = -11%; D = 1; E = 51%[activator]; F = ?

COCCN1C(=O)C(=O)/C(=C(/O)c2ccc(S(=O)(=O)N3CCCCC3)cc2)C1c1ccc(OC)c(OC)c1 (stereo unspecified)
  A = ?; B = -1; C = -3%; D = 11; E = 9.3µM*; F = -3%

# Single records, from the list above. Order of screens: Pf growth 48h	CHX counter	Giardia FBPA inh	Shiga inhibitor	Pf growth 96h	HCV inh
# Profile of `COCCN(C(=O)COC(=O)COc1ccc(Cl)c(C)c1)c1c(N)n(Cc2ccccc2)c(=O)[nH]c1=O` → 1%	1	-10%	-7	6%	11%
# Profile of `N/C(=N\c1nc2ccccc2o1)NC(=O)c1ccc([N+](=O)[O-])cc1` → 15%	-3	-3%	12	29%	?

# (next part)
# Letters: A = Pf growth 48h; B = CHX counter; C = Giardia FBPA inh; D = Shiga inhibitor; E = Pf growth 96h; F = HCV inh
CCOc1ncccc1C(=O)Nc1ccc(F)c(Cl)c1
  A = 0%; B = 16; C = 2%; D = 11; E = -13%; F = 13%

CCc1ccc(NC2=CC(=O)C(=O)c3ccccc32)cc1
  A = 0.083µM*; B = /; C = /; D = /; E = 0.074µM*; F = ?

CC(=O)N(/C=C1\SC(=S)N(c2ccccc2)C1=O)c1ccccc1
  A = 14%; B = 9; C = -6%; D = 40; E = 4%; F = 1%

Cc1csc(NC(=O)c2ccc(C(=O)Nc3nc(C)cs3)cc2)n1
  A = ?; B = 7; C = 2%; D = -6; E = ?; F = /

COc1ccnc(N2CCN(c3ccc(Cl)cc3)CC2)c1C#N
  A = 24%; B = 18; C = -1%[12.9 µM]; D = 44; E = 103%[activator]; F = 32µM*

CCOC(=O)c1cnc2c(C)cc(C)cc2c1NCCCN1CCOCC1
  A = ?; B = 1; C = -6%; D = -6; E = 4%; F = -30%

CC1C(=O)N2CCCc3cc(S(=O)(=O)N(C)CCC#N)cc1c32 (stereo unspecified)
  A = -8%; B = -4; C = 5%; D = -2; E = 34%[activator]; F = 11%

Cc1cc(C)cc(N(C(=O)c2ccco2)C(C(=O)NC2CCCC2)c2ccncc2)c1 (stereo unspecified)
  A = -8%; B = -1; C = 2%; D = -3; E = -14%; F = 12%

CSc1ccccc1OCc1cc(C(=O)NCCc2ccco2)no1
  A = 48%[activator]; B = 35*; C = /; D = 59*; E = 6%; F = -18%

O=C(O)CCCN1C(=O)/C(=C/C=C/c2ccco2)SC1=S
  A = -2%; B = 3; C = 13%; D = -21; E = 8%; F = 42%[activator]

Cc1c(NC(=O)C(C#N)=C2CCCCC2)c(=O)n(-c2ccccc2)n1C
  A = 10%; B = -5; C = -3%; D = -14; E = -15%; F = 17%

COc1ccc(OCC(O)CN2CC(C)OC(C)C2)cc1 (stereo unspecified)
  A = -29%; B = 0; C = -4%; D = -8; E = 134%[activator]; F = 7%

O=C(/C=C/c1ccccc1)Nn1cnnc1
  A = 31%[activator]; B = -3; C = 8%; D = -26; E = 15µM*; F = -4%

O=C([O-])c1ccc(-[n+]2c(-c3ccccc3)cc(-c3ccccc3)cc2-c2ccccc2)cc1
  A = ?; B = /; C = /; D = /; E = ?; F = -1%

CNc1nc2ccccc2n(C)c1=O
  A = -10%; B = 1; C = 1%; D = -16; E = ?; F = -5%

COc1ccc(Cl)cc1C(=O)NCC(c1ccco1)N(C)C (stereo unspecified)
  A = 4%; B = 2; C = 7%; D = 18; E = -5%; F = -22%

O=C(CCCOc1ccccc1)N1CCCCC1
  A = /; B = 55*; C = 3%; D = 17; E = 30%; F = -6%

CN(C)CCN(C(=O)c1ccc2c(c1)CCCC2)c1nc2cc3c(cc2s1)OCCO3
  A = 14%; B = -3; C = /; D = -20; E = -17%; F = ?

Cc1ccc(C(=O)Nc2nc3ccccc3c(=O)s2)cc1
  A = 20%; B = 43*; C = ?; D = 101*; E = 17%; F = 8.9µM*

O=C(c1ccccc1)N1CCN(C(=S)NCc2ccc3c(c2)OCO3)CC1
  A = 1%; B = -1; C = 2%; D = -12; E = 19%; F = -4%

O=C(CCC(=O)OCC(F)(F)C(F)F)Nc1ccccc1F
  A = -5%; B = 8; C = 6%; D = 24; E = ?; F = 25%

CCC(Sc1nc2ccsc2c(=O)n1-c1ccc(Cl)c(C)c1)C(=O)NCc1ccco1 (stereo unspecified)
  A = 13µM*; B = 25*; C = 2%; D = 44*; E = 12µM*; F = ?

O=S(=O)(NCc1ccccc1)c1ccc(S(=O)(=O)N2CCCCC2)cc1
  A = 15%; B = -3; C = 6%; D = 42; E = 5.2µM*; F = 7%

CCOC(=O)CCCCC(=O)c1[nH]c(=O)[nH]c1CSc1nnc2c3ccccc3n(C(C)C)c2n1
  A = ?; B = 4; C = -8%; D = -12; E = ?; F = 13%

CCN(C(=O)COC(=O)C1CCN(S(=O)(=O)c2ccc(C)c(C)c2)CC1)C1CCS(=O)(=O)C1 (stereo unspecified)
  A = -6%; B = /; C = /; D = /; E = -2%; F = 11%

CC1N(C(=O)N2CCOCC2)CCN1S(=O)(=O)c1cccc(C(F)(F)F)c1 (stereo unspecified)
  A = 31%[activator]; B = 2; C = 0%; D = -4; E = 25%; F = 2%

CN(Cc1nc2ccccc2n1C)c1ccccc1
  A = 0%; B = 12; C = -1%; D = 38; E = ?; F = -14%

Cc1ccc(/C=N/n2cnnc2)s1
  A = 13%; B = 1; C = -2%; D = -9; E = 96%[activator]; F = 16%

CCCCNC(=O)CCn1c(=O)c2ccccc2n(Cc2ccccc2C)c1=O
  A = -9%; B = 1; C = 1%; D = -13; E = ?; F = ?

COc1ccc(C(=O)Nc2ccc(CN3CCS(=O)(=O)CC3)cc2)cc1
  A = -9%; B = 3; C = 4%; D = 9; E = -11%; F = -22%

Cc1ccc(S(=O)(=O)N2CC(=O)Nc3ccccc32)cc1C
  A = 7%; B = -2; C = -3%; D = -12; E = 13µM*; F = 28%

Cc1c(CC=C(Cl)Cl)c(=O)[nH]c2c(C)cccc12
  A = 6%; B = 1; C = 1%; D = -6; E = 45%; F = 10%

CCN(Cc1ccccc1)C(=O)CC(=O)N(CC)Cc1ccccc1
  A = -8%; B = -4; C = 4%; D = -3; E = 24%; F = -8%

O=C(COC(=O)C1CC2CCCC(C1)C2=O)Nc1nc(-c2ccc(F)c(F)c2)cs1 (stereo unspecified)
  A = 31%[activator]; B = /; C = /; D = /; E = 35%[activator]; F = ?

NC(N)=NCCC[C@H](N)C(=O)NCC(=O)N[C@@H](CC(=O)O)C(=O)O
  A = /; B = -4; C = 4%; D = -5; E = /; F = /

O=C(CSc1nnc(Cc2ccccc2)n1Cc1ccco1)NC1CCCC1
  A = ?; B = 1; C = 1%; D = 2; E = ?; F = -9%

CCn1nnc(NC(=O)c2ccccc2Br)n1
  A = 87%[activator]; B = 27*; C = 7%; D = 71*; E = 5%; F = 5%

CCCCOC(=O)c1ccc(NS(=O)(=O)c2cc(-c3nnnn3CC)ccc2OC)cc1
  A = -17%; B = -4; C = 12%; D = -5; E = -8%; F = -15%

CC(=O)c1ccc(S(=O)(=O)N2CCN(c3ccccc3F)CC2)cc1
  A = -13%; B = 0; C = 0%; D = 24; E = 32%; F = ?

O=C(CCS(=O)(=O)c1ccccc1)N(CCCN1CCOCC1)c1nc2c(F)cccc2s1
  A = 46%[activator]; B = /; C = /; D = /; E = 78%[activator]; F = ?

Cc1ccc(C(=O)N2CCN(c3ccccc3F)CC2)cc1NC1=NC2CS(=O)(=O)CC2S1 (stereo unspecified)
  A = 10%; B = 11; C = /; D = -5; E = -10%; F = 0%

Cc1ccc(CNC(=O)C2CC(=O)N(C3CCCC3)C2)cc1 (stereo unspecified)
  A = -2%; B = /; C = /; D = /; E = 32%[activator]; F = 12%

O=C1C(Cc2ccc(O)cc2)NC(=S)N1Cc1ccccc1 (stereo unspecified)
  A = 2.9µM*; B = 1; C = 0%; D = -12; E = ?; F = -1%

COc1ccc(CCNC(=O)c2ccc(N3CCCCS3(=O)=O)cc2)cc1OC
  A = ?; B = 6; C = /; D = -4; E = -2%; F = -3%

CC(=O)N1N=C(c2ccccc2OC(=O)/C=C/c2ccccc2)CC1c1ccccc1 (stereo unspecified)
  A = -2%; B = 1; C = -8%; D = 2; E = 0%; F = 2%

CCOc1ccc(C(=O)OCCCN(C)C)cc1
  A = 7%; B = 9; C = -4%; D = 14; E = ?; F = 23%

CN(CC(=O)Nc1cccc(F)c1)CC(=O)Nc1cccc(S(=O)(=O)N2CCCCC2)c1
  A = 12µM*; B = /; C = /; D = /; E = ?; F = ?

Cc1c(C(=O)N(Cc2cccc(Br)c2)C2CCS(=O)(=O)C2)oc2ccc(F)cc12 (stereo unspecified)
  A = ?; B = 0; C = /; D = -2; E = 13µM*; F = ?
